p53null 32C kill = selectivity test: cytotoxicity in p53 null cells, permissive temperature; H1299-neo p53 null cells, ATP luminescence, 24 h, 32C; Potency, µM (highest dose often 46.1 µM), without a hit: top-dose activity change, negative = cytotoxicity, actives largely listed as cytotoxic; actives 0.62% (n = 55,000); AID 903;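 further: potency means the concentration at half of the fitted maximal effect; 0% = DMSO only and -100% = full killing by 100 µM tamoxifen; nearly all actives have a fitted effect of over 55% in size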
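H1299-neo (p53-null) cells, 600/well, were pre-incubated overnight at 37C, then exposed to compounds at up to 46 uM for 24 hr at 32C. Viability was measured as ATP content by luminescence, and AC50 values came from Hill fits.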
TSG101-PTAP inh = inhibitors of HIV-1 PTAP binding to human TSG101, validation. Fluorescence polarization, FITC-PTAP peptide/Tsg101, 20 min. Potency, µM (highest dose often 115 µM), for the others: at the highest dose activity change, negative = inhibition, actives largely listed as inhibitors. 44,000 tested, under 10 active. AID 1347069; further: potency means the concentration at half of the fitted maximal effect; 0% is about no effect
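The Tsg101 binding domain, at 10 uM final, is mixed with compound and a FITC peptide bearing the PTAP motif (50 nM final). After 20 min at r.t., polarization is measured; actives defined by CRC class, efficacy cut-off 60% inhibition.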
GALK inh = GALK (human) enzyme inhibition; P51570; recombinant GALK, Kinase-Glo ATP luminescence, 1 h; Potency, µM (highest dose often 57.5 µM), for inactives: top-dose activity, negative = inhibition, hits mostly inhibitors; 44,000 tested, under 10 active;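 further: plate controls were full GALK reaction for no effect and reaction lacking GALK for full effect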
Target sequence (P51570 whole entry, looked up): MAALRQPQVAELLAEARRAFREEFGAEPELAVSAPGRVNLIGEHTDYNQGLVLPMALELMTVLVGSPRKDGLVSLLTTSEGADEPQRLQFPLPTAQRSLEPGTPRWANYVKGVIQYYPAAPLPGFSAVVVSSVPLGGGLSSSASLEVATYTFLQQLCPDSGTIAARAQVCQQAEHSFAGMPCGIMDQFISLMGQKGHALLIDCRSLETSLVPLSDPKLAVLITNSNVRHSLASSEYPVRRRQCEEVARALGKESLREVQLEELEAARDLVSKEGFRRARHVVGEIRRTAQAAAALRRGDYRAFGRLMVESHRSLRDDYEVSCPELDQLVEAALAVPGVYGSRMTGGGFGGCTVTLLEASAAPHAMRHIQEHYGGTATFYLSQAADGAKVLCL
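Human GALK (5 nM) was incubated with 35 uM ATP and 100 uM galactose in 20 mM HEPES pH 8.0 with MgCl2, NaCl, DTT and BSA for 1 h at room temperature. Remaining ATP was measured by Kinase-Glo Plus luminescence.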
B2AR arrestin ag = agonists recruiting beta-arrestin to human beta2-adrenergic receptor | AID 1347077 | HTLA Tango cells, beta-arrestin recruitment, luciferase luminescence, 18 h | P07550 | Potency, µM (doses to about 46.1 µM), without a hit: top-dose activation, hits mostly activators | 44,000 tested, under 10 active;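 further: potency means the concentration at half of the fitted maximal effect; 0% = DMSO and full agonism = EC100 isoproterenol or metaproterenol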
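Luminescence read-out: arrestin recruitment to recombinant beta2-AR releases tTA, inducing luciferase. Cells exposed 18 hr at 37 degrees C to up to 46 microM compound; %Activity from corrected signal, concentration-response curves classified by r2, magnitude and efficacy.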
FH mod = Identification of activators of human fumarate hydratase by quantitative high-throughput screening | Fumarate hydratase, mitochondrial (Homo sapiens), P07954 | FH coupled MDH/diaphorase resazurin fluorescence, 15 min | Potency, µM (highest dose often 79.9 µM), for inactives: top-dose activity change, negative = inhibition, actives largely listed as inhibitors | actives 0.22% (n = 54,000) | AID 1347055, 2019; further: potency means the concentration at half of the fitted maximal effect; on the % scale 0 is the no-effect control and ±100 the full control effect; the screen sought activators but most active calls are inhibition curves; nearly all actives have a fitted effect of over 45% in size
Target sequence (P07954 whole entry, looked up): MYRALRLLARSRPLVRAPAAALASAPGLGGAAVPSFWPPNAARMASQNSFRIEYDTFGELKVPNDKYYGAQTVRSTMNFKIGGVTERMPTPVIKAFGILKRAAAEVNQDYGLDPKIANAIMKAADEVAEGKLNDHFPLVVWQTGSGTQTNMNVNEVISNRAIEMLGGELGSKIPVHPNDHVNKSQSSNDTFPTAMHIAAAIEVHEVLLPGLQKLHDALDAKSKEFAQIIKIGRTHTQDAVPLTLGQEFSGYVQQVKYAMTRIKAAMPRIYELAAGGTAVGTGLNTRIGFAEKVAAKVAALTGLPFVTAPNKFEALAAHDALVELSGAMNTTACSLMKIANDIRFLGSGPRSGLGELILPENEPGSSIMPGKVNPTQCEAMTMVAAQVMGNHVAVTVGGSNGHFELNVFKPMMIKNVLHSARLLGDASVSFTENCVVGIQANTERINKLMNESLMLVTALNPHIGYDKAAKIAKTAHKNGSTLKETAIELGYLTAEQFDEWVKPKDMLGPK
p53null 39C kill = kills p53 null cells at the nonpermissive temperature; H1299 p53-null (neo) cells, 39C, ATPlite viability, 24 h; actives 0.97% (n = 55,000); Potency, µM (highest dose often 46.1 µM), for the others: at the highest dose activity, negative = cell killing, actives largely listed as cytotoxic; AID 904;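 further: potency means the concentration at half of the fitted maximal effect; 0% = DMSO only and -100% = full killing by 100 µM tamoxifen; nearly all actives have a fitted effect of over 50% in size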
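Concentration-response (up to 46 uM) was run for 24 h at the nonpermissive 39C on H1299-p53A138V or H1299-neo cells. ATP content was measured with ATPlite luminescence. AC50 values were Hill-modeled after normalizing between DMSO and 100 uM tamoxifen killing.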
NTMT1 inh = inhibitors of human N-terminal methyltransferase NTMT1; Q9BV86; NTMT1 MTase-Glo SAH luminescence, purified enzyme; Potency, µM (highest dose often 114 µM), inactives show at the highest dose activity change, negative = inhibition, actives largely listed as inhibitors; actives 2.5% (n = 59,000); AID 1645870;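 further: potency means the concentration at half of the fitted maximal effect; plate controls were DMSO vehicle for no effect and no enzyme for full effect; nearly all actives have a fitted effect of over 65% in size; many of its hits are not listed in these tables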
* hit, by the source's call; ? = inconclusive; . = not tested or not shown; [ ] = remark or other dose. The call rests on the fitted dose curve; in most records, active means well fitted curve in the direction sought with a large enough effect; inconclusive means small, poorly fitted or top-dose-only effect, or another doubt; inactive means no such curve, though single readings can be large; an effect the other way counts as inactive or inconclusive. Not all compounds are listed (hit frequency here may not be typical).

smiles	p53null 32C kill	TSG101-PTAP inh	GALK inh	B2AR arrestin ag	FH mod	p53null 39C kill	NTMT1 inh
CC(C)c1ccc(NC(=O)c2ccc(F)c(S(=O)(=O)N3CCCC3)c2)cc1	-13%	3%	-1%	3%	-15%	-4%	-1%
COc1ccc(NC(=O)/C=C\C(=O)N(c2ccc(C(C)C)cc2)C(C(=O)NCc2ccco2)c2ccc(F)cc2)cc1 (configuration not stated)	24%	-1%	-7%	?	?	?	0%
CCOC(=O)c1ccc(NC2=CC(c3ccc(OCC)cc3)N(c3ccc(C(=O)OCC)cc3)C2=O)cc1 (configuration not stated)	-1%	-11%	0%	0%	-1%	-5%	-24%
CCOCCn1c(=NC(=O)c2ccc3c(c2)OCCO3)sc2cc(OCC)ccc21	1%	-1%	-3%	-1%	-21%	-4%	4%
CCc1ccc(NC(=O)Cn2c(=O)n(CC3CCCO3)c(=O)c3cc(OC)c(OC)cc32)cc1 (configuration not stated)	8%	-4%	2%	-2%	-1%	-10%	13%
COc1ccc(Br)cc1CNC(=O)Cn1nc(C)n2c(cc3cc(F)ccc32)c1=O	?	0%	11%	-1%	.	2%	.
C=Cc1ccc(Cn2c(C)c(CNCc3ccc(SC)cc3)c(C(=O)O)c2C)cc1	-3%	-10%	-1%	-4%	?	-14%	-19%
Cc1cccc(CN2C(=O)c3ccccc3Sc3ccc(C(=O)NCCCN4CCOCC4)cc32)c1	4%	-1%	-2%	2%	-23%	8%	-1%
COc1cccc(CNC(=O)C2CCC(CNS(=O)(=O)c3ccc4c(c3)CCCC(=O)N4)CC2)c1 (configuration not stated)	-8%	1%	-1%	2%	-17%	?	8%
COc1ccc(CCCc2nnc(SCC(=O)Nc3ccc(C)cc3)o2)cc1	5%	1%	0%	-2%	11%	23%	-19%
CC(=O)c1ccc(NC(=O)c2cc(S(=O)(=O)N3CCCCCC3)cn2C)cc1	1%	1%	-1%	0%	11%	-10%	-14%
COc1ccc(N2CCN(c3oc(-c4ccc(COc5cccc(C)c5)o4)nc3C#N)CC2)cc1	-5%	2%	1%	-4%	-6%	6%	-3%
Nc1c(C(=O)c2ccc(F)cc2)sc(Nc2ccccc2F)c1S(=O)(=O)c1ccc(Br)cc1	0%	3%	0%	0%	-12%	18%	10%
Cc1ccc(NC(=O)c2cnc(SCC(=O)N3CCCc4ccccc43)n(C)c2=O)cc1	1%	1%	0%	0%	-1%	1%	?
Cc1ccccc1Cn1c2ccccc2c2cnn(CC(=O)NCCc3ccccc3)c(=O)c21	-11%	-5%	1%	-3%	1%	-24%	8%
O=C(CSCc1cc(=O)c2cc(F)ccc2[nH]1)Nc1ccccc1Cl	8%	0%	2%	1%	-17%	-12%	16%
Cc1ccc(-n2ncc(C(=O)Nc3ccc4c(c3)OCO4)c2C2CCN(C(=O)OC(C)(C)C)CC2)c(C)c1	0%	1%	3%	0%	-37%	1%	-21%
Cc1ccc2c(c1)c1c(c(=O)n(-c3cccc(Cl)c3)c(=O)n1C)n2C	2%	1%	1%	-1%	7%	12%	-14%
CC(C)(C)NC(=O)N1CCC(C(=O)O)CC1	11%	-1%	-3%	1%	-9%	-3%	4%
Cc1ccc(NC(=O)Cn2c(=O)c3cc(Cl)ccc3n3nncc23)cc1	6%	3%	-18%	1%	1%	-28%	5%
Cc1c(C(=O)OC2CCCCC2)[nH]c2c1C(=O)CC(c1ccccc1)C2 (configuration not stated)	-13%	2%	3%	1%	-5%	-10%	10%
CSc1ncc(Cl)c(C(=O)N(Cc2ccc(C)cc2)C2CCS(=O)(=O)C2)n1 (configuration not stated)	-2%	-3%	3%	-1%	-4%	-8%	-17%
CC1=C(c2ccc(C)cc2)S(=O)(=O)N(Cc2ccc(C(=O)NCc3ccccc3)cc2)C1=O	1%	0%	0%	0%	-12%	1%	14%
CCOC(=O)c1c(NC(=O)c2ccc(OC)c(OC)c2)sc2c1CCCCC2	4%	-6%	0%	0%	?	3%	-4%
Cn1ncc2c(NCc3ccc(F)cc3)ncnc21	-7%	-6%	3%	2%	1%	-1%	-1%
COc1ccccc1CCNC(=O)C1CCN(c2nnc(-n3cccc3CNc3ccc(C)cc3)s2)CC1	?	1%	7%	0%	-19%	4%	-20%
COc1ccc(-c2cc(C(F)(F)F)nc(SCCC(=O)Nc3c(C)cccc3C)n2)cc1	-7%	-6%	7%	0%	6%	-24%	17%
COc1ccc(C(=O)Nc2nnc(SCc3cc(=O)c4cc(C)ccc4[nH]3)s2)cc1OC	-4%	1%	-3%	2%	?	7%	11%
COc1ccc(N2CCN(S(=O)(=O)CCNC(=O)C(c3ccccc3)c3ccccc3)CC2)cc1	-14%	-3%	4%	1%	-11%	6%	-7%
COc1ccc(S(=O)(=O)NCCSc2nnnn2-c2ccccc2)cc1OC	-3%[9.22 µM]	-1%	0%	-1%	-1%	-2%	3%
CCC(C)NC(=O)c1ccc2c(=O)n3c(nc2c1)CCCCC3 (configuration not stated)	-1%	-1%	0%	-2%	-6%	-11%	-2%
COc1ccc(NC(=O)C2=CC(c3ccco3)=NS(=O)(=O)N2C)cc1OC	-10%	-6%	-2%	-4%	-3%	25%	-12%
Cc1cc(C)c(Cn2c3ccccc3c3cnn(CC(=O)NCCCc4ccccc4)c(=O)c32)c(C)c1	-5%	-2%	-2%	-3%	0%	-3%	23%
Cc1cccc(NC(=O)CSc2nnc(-c3cccs3)o2)c1	-14%	-5%	0%	-4%	-7%	?	18%
COc1ccccc1OCC(=O)Nc1c(C(=O)c2ccc(C)cc2)oc2ccccc12	4%	2%	2%	0%	-22%	-17%	-8%
Cc1ccc(Nc2c(-c3ccsc3)nc3c(C)cccn23)cc1	-2%	-1%	0%	5%	-21%	?	-7%
COc1ccc(NC(=O)c2oc3ccccc3c2NC(=O)Cc2ccc(F)cc2)c(OC)c1	-4%	0%	0%	0%	-4%	6%	11%
O=C(NCc1cccnc1)c1nn(-c2ccc(Cl)cc2)nc1CO	13%	0%	2%	-2%	4%	-24%	16%
COc1ccc(S(=O)(=O)NCCS(=O)(=O)N2CCN(c3ccccc3F)CC2)cc1	10%	0%	2%	1%	-6%	13%	-7%
CCOc1ccc(S(=O)(=O)Nc2cccc(C)c2)c2cccnc12	.	1%	8%	8%	0%	.	7%

Compounds from the list above that have a tert-butyl group:
smiles	p53null 32C kill	TSG101-PTAP inh	GALK inh	B2AR arrestin ag	FH mod	p53null 39C kill	NTMT1 inh
Cc1ccc(-n2ncc(C(=O)Nc3ccc4c(c3)OCO4)c2C2CCN(C(=O)OC(C)(C)C)CC2)c(C)c1	0%	1%	3%	0%	-37%	1%	-21%
CC(C)(C)NC(=O)N1CCC(C(=O)O)CC1	11%	-1%	-3%	1%	-9%	-3%	4%

(more compounds)
smiles	p53null 32C kill	TSG101-PTAP inh	GALK inh	B2AR arrestin ag	FH mod	p53null 39C kill	NTMT1 inh
COCCCNC(=O)Cn1c(=O)nc(-c2ccccc2)c2ccccc21	1%	-2%	-2%	-1%	?	-13%	8%
Cc1ccccc1C(c1c(C)n(C)n(-c2ccccc2)c1=O)c1c(C)n(C)n(-c2ccccc2)c1=O	2%	1%	-10%	5%	-8%	8%	4%
COc1ccc(N2CCN(C(=O)c3c4c(nc5ccccc35)C(=O)N(C3CCCCC3)C4)CC2)cc1	0%	-1%	-1%	-1%	-23%	-2%	-18%
CCc1nn(C(C)C(=O)N2CCN(c3cccc(C(F)(F)F)c3)CC2)c(=O)c2cc3occc3n12 (configuration not stated)	53%[activator]	0%	4%	-1%	-37%	49%[activator]	-15%
CN1C(C(=O)Nc2ccc(F)cc2F)=CC(c2cccs2)=NS1(=O)=O	-1%	-3%	-1%	-3%	-1%	-17%	20%
Cc1cc(C)c(S(=O)(=O)NCC(c2ccco2)N2CCN(c3ccccc3)CC2)c(C)c1 (configuration not stated)	2%	0%	1%	-3%	-28%	2%	11%
COc1ccccc1Cn1c(CNS(=O)(=O)c2ccc(Cl)s2)nc2cccnc21	4%	-6%	-1%	0%	8%	-6%	-4%
CCC(=O)C1=C(c2cccc([N+](=O)[O-])c2)N(C(=O)CC)n2c(nnc2C2CCCCC2)S1	-3%	-2%	-5%	-3%	-15%	5%	-2%
COc1ccc(C)cc1NC(=O)CSc1nc(=O)n(Cc2ccco2)c2c1CCC2	-7%	-1%	-1%	1%	-34%	13%	-3%
CCc1ccc2nc(N(Cc3cccnc3)C(C)=O)sc2c1	-1%	-4%	-2%	-3%	0%	-6%	1%
CCC(C)NC(=O)Cc1ccc(NC(=O)N2CCCCc3ccccc32)cc1 (configuration not stated)	-8%	-2%	-1%	0%	8%	-2%	-7%
c1ccc(Nc2c(-c3c[nH]c4ccccc34)nc3ccccn23)cc1	-2%	-3%	5%	1%	?	-14%	-2%
Cc1ccc(-c2nc3scc(CCNC(=O)c4cccc(Br)c4)n3n2)cc1	-30%	-4%	2%	-1%	-8%	14%	-3%
COc1ccccc1NC(=O)Cn1cc(S(=O)(=O)Cc2ccccc2)c2ccccc21	3%	-8%	-2%	-1%	-21%	-15%	-7%
Cc1ccc(Cl)cc1-n1ncc2c(NCCC3=CCCCC3)ncnc21	49%[activator]	-2%	0%	-1%	-23%	14%	?
COc1ccc(C2CC(c3c(O)n(C4CCCCC4)c(=O)[nH]c3=O)=Nc3ccccc3S2)cc1 (configuration not stated)	-3%	-2%	2%	-1%	3%	12%	-12%
COc1ccc2c(CNC3CCCCCC3)c(C(=O)O)n(Cc3cccc(F)c3)c2c1	-9%	-5%	3%	0%	-2%	-2%	?
COc1ccc(S(=O)(=O)NCC(c2ccco2)N2CCN(c3ccccc3F)CC2)cc1C (configuration not stated)	9%	0%	-1%	-4%	?	-8%	-4%
COc1ccc(-c2cc3ccc(O)c(CN4CCOCC4)c3oc2=O)cc1OC	2%	0%	5%	0%	-16%	-13%	-1%
CCn1cc(S(=O)(=O)c2cc(C)cc(C)c2)c(=O)c2cc(F)c(N3CCCC3)cc21	1%	-1%	3%	6%	-7%	-3%	-15%
CCOc1ccc(CNC(=O)C2CCN(C3=NS(=O)(=O)C(c4ccc(C)cc4)=C3CC)CC2)cc1	-2%	-3%	0%	0%	-5%	8%	13%

Taken from the listing for reference:
smiles	p53null 32C kill	TSG101-PTAP inh	GALK inh	B2AR arrestin ag	FH mod	p53null 39C kill	NTMT1 inh
CCn1cc(S(=O)(=O)c2cc(C)cc(C)c2)c(=O)c2cc(F)c(N3CCCC3)cc21	1%	-1%	3%	6%	-7%	-3%	-15%
CCOc1ccc(CNC(=O)C2CCN(C3=NS(=O)(=O)C(c4ccc(C)cc4)=C3CC)CC2)cc1	-2%	-3%	0%	0%	-5%	8%	13%
